Screening results from PubChem.
XiGFP reactiv = reactivates the inactive X chromosome in mouse fibroblasts. XiGFP mouse fibroblasts, % GFP-positive cells imaging, 3 d; cells co-treated with 5-aza-dC sensitizer; scaled so ellipticine positive control = 100%. activation, % at 7.58 µM. hit rate 0.055% among 360,000;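 active = mean normalized replicate activation at least 10% and every replicate at or above 10%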;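 also: 0% = median of on-plate neutral control wells and 100% = ellipticine 6 µM median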
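Schedule: 3 d treatment, 15 min room-temperature fixation; system: 68-5-11 XiGFP fibroblast line; buffer or medium: DMEM plus 5-aza-dC sensitizer; control set: ellipticine 6 µM positive control; compound: one concentration, pinned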
INS-1E GSIS act = primary screen for activators of insulin secretion dependent on glucose, INS-1E cells, GLuc reporter luminescence. AID 743287. activation, % at 16.6 µM. INS-1E GLuc reporter insulin secretion, 2-3 h. hit rate 0.61% among 370,000;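 active = lowest replicate activation of at least 40%, so every replicate reaches that level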;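 also: 0% = median of neutral control wells and 100% = median of IBMX positive control wells; some compounds called inactive have numbers as strong as hits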
RAD52 inh = RAD52 (human) annealing inhibition | P43351 | inhibition, % at 18.7 µM | recombinant RAD52 DNA annealing, FRET fluorescence | hit rate 0.46% among 360,000;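 active = every replicate showing at least 50% inhibition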
Target sequence (P43351 whole entry, looked up): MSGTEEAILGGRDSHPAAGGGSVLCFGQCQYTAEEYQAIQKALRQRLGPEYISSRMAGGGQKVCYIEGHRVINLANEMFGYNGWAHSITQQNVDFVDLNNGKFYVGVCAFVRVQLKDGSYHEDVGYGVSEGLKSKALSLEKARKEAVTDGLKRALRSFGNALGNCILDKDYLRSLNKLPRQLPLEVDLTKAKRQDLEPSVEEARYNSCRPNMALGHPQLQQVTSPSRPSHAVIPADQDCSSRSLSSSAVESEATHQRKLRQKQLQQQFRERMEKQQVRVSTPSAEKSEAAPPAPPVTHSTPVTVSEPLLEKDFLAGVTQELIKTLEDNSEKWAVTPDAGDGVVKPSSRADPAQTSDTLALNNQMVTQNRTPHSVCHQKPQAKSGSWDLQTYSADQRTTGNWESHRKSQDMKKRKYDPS
CFTR F508del cor = correctors of CFTR F508del function in bronchial epithelial cells; hit rate 0.36% among 350,000; CFBE cells, YFP halide quenching; stimulated with forskolin plus potentiator P3; % fluorescence drop versus neutral controls; AID 720511; activity (quench increase), % at 7.58 µM;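 active = mean added fluorescence quench of at least 8% versus neutral control, with both replicates also reaching 8%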;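 also: cells transiently co-express mutant CFTR-F508del with the halide-sensitive YFP; corrector assay measuring rescue of mutant channel to the surface after 24 h compound exposure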
RAD54 branch = blocks human RAD54 Holliday junction branch migration | AID 602329 | FAM/BHQ fluorescence | inhibition, % at 10.4 µM | Q92698 | hit rate 0.14% among 360,000;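 active = mean normalized replicate activity at least 40 and at least half of replicates scoring 40 or more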;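 also: 0% = median of neutral control wells and 100% = median of positive control wells; inhibitors cause a drop in the FAM fluorescence signal; in these data hits start at about 50%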
DENV2 CPE = inhibitors of DENV2 cytopathic effect. hit rate 1.7% among 350,000. DENV2-infected cells, cytopathic effect rescue, plate reader. CPE inhibition, % at 9.99 µM. AID 651640; in the data active = CPE inhibition above about 20%, passing the limit was not always enough; tested in BHK-21 cells;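 also: 0% = median of neutral control wells and 100% = median of positive control wells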
Casp6 inh = inhibitors of human caspase-6 | hit rate 0.53% among 350,000 | purified caspase-6, Z-VEID-R110 cleavage fluorescence | P55212 | inhibition, % at 12.5 µM;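 active = mean inhibition across replicates at least about 35%, with every replicate also reaching that limit, limit read from the data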;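 also: 0% = median of neutral control wells and 100% = no fluorescence left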
Target sequence (P55212 24-179 limits assumed): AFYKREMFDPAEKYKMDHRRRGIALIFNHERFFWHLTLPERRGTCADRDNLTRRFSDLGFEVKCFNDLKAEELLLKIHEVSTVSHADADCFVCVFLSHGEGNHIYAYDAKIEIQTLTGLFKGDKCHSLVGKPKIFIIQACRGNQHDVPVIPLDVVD
Target sequence (P55212 194-293 limits assumed): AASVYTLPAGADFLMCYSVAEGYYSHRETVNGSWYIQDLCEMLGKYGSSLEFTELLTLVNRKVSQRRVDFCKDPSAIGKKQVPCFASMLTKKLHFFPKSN
E-sel inducer = E-selectin induction on HUVECs. hit rate 0.37% among 260,000. activation, % at 7.58 µM. AID 686992. HUVEC E-selectin immunofluorescence imaging; normalized: neutral wells 0, TNF-alpha wells 100. P16581;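 active = mean E-selectin-positive cell signal at least 10% of the positive control, reached in at least 60% of replicates, without over 20% cell loss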;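 also: in these data hits start at about 27%; measured in HUVEC primary endothelial cells; signal is the percent of cells scored E-selectin positive by PE staining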
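System: HUVEC, human umbilical vein endothelial cells; quantity: 3,000 cells/well; buffer or medium: EGM-2 medium, gelatin-coated wells; dosing: single-point compound dose; detection: immunofluorescence imaging; evaluation: % PE-positive cells; benchmarks: TNF-alpha, DMSO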
Numbers without * were called inactive. Rows are unselected; any-hit rate near 3.7%.

Screening CN(C)C(=O)[C@H]1[C@H](CO)[C@H]2Cn3c(ccc(-c4ccc(F)cc4)c3=O)[C@H]2N1C(=O)c1ccccn1 returned XiGFP reactiv 0.6, INS-1E GSIS act 18, RAD52 inh 12, CFTR F508del cor 0.6, RAD54 branch 0, DENV2 CPE -11, Casp6 inh 0 and E-sel inducer -0.3.
COc1ccc(NC(=O)C2CCCN(S(=O)(=O)c3cccc4cccnc34)C2)c(OC)c1 (stereo not given) was read as XiGFP reactiv 0.1, INS-1E GSIS act 3, RAD52 inh -14, CFTR F508del cor -1.5, RAD54 branch 2, DENV2 CPE 4, Casp6 inh -3 and E-sel inducer 0.1.
Screening O=C(Nc1ccc(Cl)c(Cl)c1)N(Cc1cccnc1)Cc1ccco1 returned INS-1E GSIS act -34, RAD52 inh -18, RAD54 branch 4 and Casp6 inh -1.
`C[C@H]1CN([C@@H](C)CO)C(=O)c2cc(/C=C/c3ccccc3)cnc2O[C@@H]1CN(C)C(=O)c1ccncc1` gave XiGFP reactiv -0.7, INS-1E GSIS act -9, RAD52 inh 1, CFTR F508del cor 1.2, RAD54 branch -5, DENV2 CPE -3, Casp6 inh -2 and E-sel inducer 0.4.
COc1ccc(CC(=O)OCC(=O)N2c3ccccc3CC2C)cc1OC (stereo not given) was read as XiGFP reactiv 0.0, INS-1E GSIS act 43, RAD52 inh -10, CFTR F508del cor -3.1, RAD54 branch -5, DENV2 CPE 7, Casp6 inh -1 and E-sel inducer -0.1.
CCCCn1c(SCC(=O)Nc2cc(C)on2)nnc1-c1ccncc1 was read as XiGFP reactiv 0.4, INS-1E GSIS act 18, RAD52 inh 1, CFTR F508del cor -2.1, DENV2 CPE -3 and Casp6 inh 0.
O=C(c1ccccc1F)N1C[C@H]2[C@@H](c3ccccc31)[C@H](CO)N2Cc1ccc2c(c1)OCO2 was read as XiGFP reactiv -0.1, INS-1E GSIS act -6, RAD52 inh -8, CFTR F508del cor -2.0, RAD54 branch 6, DENV2 CPE 4, Casp6 inh 1 and E-sel inducer -0.1.
For Cc1ccc(C(CC(=O)NCc2ccco2)c2ccccc2)c(O)c1 (stereo not given) the results were RAD52 inh 5, CFTR F508del cor -2.0, RAD54 branch 7, DENV2 CPE -1 and Casp6 inh 13.
CCCCn1c(N)c(N(CC(C)C)C(=O)COC(=O)Cc2c(C)nc3ccccc3c2C)c(=O)[nH]c1=O was read as XiGFP reactiv 0.2, INS-1E GSIS act 2, RAD52 inh -14, CFTR F508del cor -0.5, RAD54 branch 6, DENV2 CPE 6 and Casp6 inh -1.
For CCOC(=O)C1=C(COC(=O)CCc2ccc(CC)cc2)NC(=O)NC1C (stereo not given) the results were XiGFP reactiv 0.4, INS-1E GSIS act -2, RAD52 inh -3, CFTR F508del cor 5.1, RAD54 branch 4, DENV2 CPE -1, Casp6 inh 1 and E-sel inducer 0.2.
Cc1ccc(NC(=O)CCNS(=O)(=O)c2ccc(Br)s2)cc1 was read as XiGFP reactiv 0.1, INS-1E GSIS act -3, RAD52 inh -8, CFTR F508del cor -1.7, RAD54 branch 5, DENV2 CPE 4, Casp6 inh 1 and E-sel inducer 0.0.
Screening CSc1ccccc1NC(=O)CN(c1cccc(C)c1)S(C)(=O)=O returned INS-1E GSIS act -4, RAD52 inh 6, CFTR F508del cor -2.5, DENV2 CPE -6 and Casp6 inh -1.
For COc1ccc(Cc2noc(CN3CCN(c4ccc(Cl)cn4)CC3)n2)cc1OC the results were XiGFP reactiv 0.0, INS-1E GSIS act -10, RAD52 inh -15, CFTR F508del cor 1.5, RAD54 branch -1, DENV2 CPE 17, Casp6 inh -6 and E-sel inducer 0.8.
`Cc1c(C(=O)NC(=S)Nc2cccnc2)cccc1[N+](=O)[O-]` gave XiGFP reactiv 0.0, INS-1E GSIS act 3, RAD52 inh -20, CFTR F508del cor -0.9, RAD54 branch -4, DENV2 CPE 2, Casp6 inh -2 and E-sel inducer -0.1.
OCC[C@H]1NCc2cc(CO)cc(-c3ccccc3)c21 was read as XiGFP reactiv 0.0, INS-1E GSIS act -6, RAD52 inh -14, CFTR F508del cor -0.2, RAD54 branch 0, DENV2 CPE -13, Casp6 inh -6 and E-sel inducer 5.6.
For C[C@H](CO)N1C[C@H](C)[C@@H](CN(C)S(=O)(=O)c2ccc(Cl)cc2)Oc2c(NS(=O)(=O)c3ccc(F)cc3)cccc2C1=O the results were XiGFP reactiv -0.4, INS-1E GSIS act -9, RAD52 inh 11, CFTR F508del cor 1.6, RAD54 branch 0, DENV2 CPE 19, Casp6 inh -7 and E-sel inducer 0.0.
`C=CCOc1cc(OC)c(OC)c(OC)c1` gave XiGFP reactiv 0.1, INS-1E GSIS act -15, RAD52 inh -4, CFTR F508del cor 3.2, RAD54 branch -2, DENV2 CPE 0 and Casp6 inh -2.
`C[C@@H]1CN([C@@H](C)CO)C(=O)c2cc(NC(=O)C3CCCCC3)ccc2O[C@@H]1CN(C)CC1CC1` gave XiGFP reactiv -0.8, INS-1E GSIS act 8, RAD52 inh 0, CFTR F508del cor -1.6, RAD54 branch 11, DENV2 CPE 4 and E-sel inducer -0.1.
For CCCn1c(-c2cccs2)nc2c1c(=O)[nH]c(=O)n2Cc1ccccc1 the results were XiGFP reactiv 0.1, INS-1E GSIS act 13, RAD52 inh -17, CFTR F508del cor 6.0, RAD54 branch -1, DENV2 CPE -3, Casp6 inh 0 and E-sel inducer 7.1.
For Cn1c(SCC(=O)c2cccs2)nnc1-c1ccco1 the results were INS-1E GSIS act -7, RAD52 inh -13, CFTR F508del cor -1.7, DENV2 CPE 0 and Casp6 inh 4.
For CNC[C@H]1Oc2cc(C#Cc3ccncc3)ccc2S(=O)(=O)N([C@H](C)CO)C[C@H]1C the results were XiGFP reactiv 0.0, INS-1E GSIS act -12, RAD52 inh -26, CFTR F508del cor 1.9, RAD54 branch 3, DENV2 CPE 0, Casp6 inh 0 and E-sel inducer 1.9.
For COc1ccccc1C#Cc1cnc2c(c1)C(=O)N([C@@H](C)CO)C[C@H](C)[C@@H](CN(C)C)O2 the results were XiGFP reactiv -1.0, INS-1E GSIS act -2, RAD52 inh 44, CFTR F508del cor -2.8, RAD54 branch 13, DENV2 CPE -1, Casp6 inh 2 and E-sel inducer 0.1.
For Cc1nc2c(C#N)cnn2c2c1CCNN2C the results were XiGFP reactiv 0.2, INS-1E GSIS act 20, RAD52 inh -8, CFTR F508del cor 2.9, RAD54 branch -6, DENV2 CPE -6 and Casp6 inh 3.
C[C@@H]1CN([C@H](C)CO)C(=O)c2cccc(NS(=O)(=O)c3ccc(Cl)cc3)c2O[C@H]1CN(C)Cc1ccc(C(=O)O)cc1 was read as XiGFP reactiv -0.9, INS-1E GSIS act 40, RAD52 inh -2, CFTR F508del cor -2.0, RAD54 branch 4, DENV2 CPE 8, Casp6 inh 1 and E-sel inducer 0.4.
For CCC(=O)Nc1ccc2c(c1)C(=O)N(C)C[C@@H](OC)[C@H](C)CN(Cc1nccs1)[C@@H](C)CO2 the results were XiGFP reactiv 0.4, INS-1E GSIS act 0, CFTR F508del cor -1.3 and E-sel inducer 0.2.
Screening C[C@@H]1CN([C@@H](C)CO)C(=O)c2cc(NC(=O)Nc3ccc4c(c3)OCO4)ccc2O[C@@H](C)CCCCO[C@H]1CN(C)C(=O)CCCN(C)C returned XiGFP reactiv 0.1, INS-1E GSIS act -10, CFTR F508del cor -0.4, RAD54 branch 12, DENV2 CPE 7 and E-sel inducer 0.6.
For Cc1c(Cl)cccc1NC(=O)CC1Sc2ccccc2NC1=O (stereo not given) the results were XiGFP reactiv 0.0, INS-1E GSIS act -14, RAD52 inh -5, CFTR F508del cor -1.8, RAD54 branch 2, DENV2 CPE 1, Casp6 inh -3 and E-sel inducer 0.1.
For CC(=O)N1CCN=C1SCc1ccc(Cl)cc1 the results were XiGFP reactiv 0.0, INS-1E GSIS act -18, RAD52 inh 4, CFTR F508del cor 4.3, RAD54 branch -5, DENV2 CPE 6 and Casp6 inh 2.
Screening COc1ccc(S(=O)(=O)N2CCCCN3[C@H](CO)[C@@H](c4ccc(C#CCC(C)C)cc4)[C@@H]3C2)cc1 returned XiGFP reactiv 0.3, INS-1E GSIS act -9, CFTR F508del cor 1.0, RAD54 branch -1 and E-sel inducer -0.5.
CCOc1cccc(/C=N/Nc2ccc(S(=O)(=O)N(CC)CC)cn2)c1O was read as XiGFP reactiv 1.4, RAD52 inh -7, DENV2 CPE 7, Casp6 inh 0 and E-sel inducer -1.4.
O=[N+]([O-])c1cc(C(F)(F)F)ccc1Cl was read as INS-1E GSIS act -9, RAD52 inh -2, CFTR F508del cor -0.7, RAD54 branch 8, DENV2 CPE -6 and Casp6 inh -1.
Screening CCCCCCN1CC(=O)N2Cc3[nH]c4ccccc4c3C[C@H]2C1=O returned XiGFP reactiv -0.1, INS-1E GSIS act -6, RAD52 inh -6, CFTR F508del cor 1.9, RAD54 branch 7, DENV2 CPE 11, Casp6 inh 1 and E-sel inducer 0.0.

Reprinted at random: two records from the list, in no set order.
For Cc1c(Cl)cccc1NC(=O)CC1Sc2ccccc2NC1=O (stereo not given) the results were XiGFP reactiv 0.0, INS-1E GSIS act -14, RAD52 inh -5, CFTR F508del cor -1.8, RAD54 branch 2, DENV2 CPE 1, Casp6 inh -3 and E-sel inducer 0.1.
Screening C[C@@H]1CN([C@@H](C)CO)C(=O)c2cc(NC(=O)Nc3ccc4c(c3)OCO4)ccc2O[C@@H](C)CCCCO[C@H]1CN(C)C(=O)CCCN(C)C returned XiGFP reactiv 0.1, INS-1E GSIS act -10, CFTR F508del cor -0.4, RAD54 branch 12, DENV2 CPE 7 and E-sel inducer 0.6.

Gathered by group, the compounds so far containing an aryl methoxy group.
COc1ccc(NC(=O)C2CCCN(S(=O)(=O)c3cccc4cccnc34)C2)c(OC)c1 (stereo not given) was read as XiGFP reactiv 0.1, INS-1E GSIS act 3, RAD52 inh -14, CFTR F508del cor -1.5, RAD54 branch 2, DENV2 CPE 4, Casp6 inh -3 and E-sel inducer 0.1.
COc1ccc(CC(=O)OCC(=O)N2c3ccccc3CC2C)cc1OC (stereo not given) was read as XiGFP reactiv 0.0, INS-1E GSIS act 43, RAD52 inh -10, CFTR F508del cor -3.1, RAD54 branch -5, DENV2 CPE 7, Casp6 inh -1 and E-sel inducer -0.1.
For COc1ccc(Cc2noc(CN3CCN(c4ccc(Cl)cn4)CC3)n2)cc1OC the results were XiGFP reactiv 0.0, INS-1E GSIS act -10, RAD52 inh -15, CFTR F508del cor 1.5, RAD54 branch -1, DENV2 CPE 17, Casp6 inh -6 and E-sel inducer 0.8.
`C=CCOc1cc(OC)c(OC)c(OC)c1` gave XiGFP reactiv 0.1, INS-1E GSIS act -15, RAD52 inh -4, CFTR F508del cor 3.2, RAD54 branch -2, DENV2 CPE 0 and Casp6 inh -2.
For COc1ccccc1C#Cc1cnc2c(c1)C(=O)N([C@@H](C)CO)C[C@H](C)[C@@H](CN(C)C)O2 the results were XiGFP reactiv -1.0, INS-1E GSIS act -2, RAD52 inh 44, CFTR F508del cor -2.8, RAD54 branch 13, DENV2 CPE -1, Casp6 inh 2 and E-sel inducer 0.1.
Screening COc1ccc(S(=O)(=O)N2CCCCN3[C@H](CO)[C@@H](c4ccc(C#CCC(C)C)cc4)[C@@H]3C2)cc1 returned XiGFP reactiv 0.3, INS-1E GSIS act -9, CFTR F508del cor 1.0, RAD54 branch -1 and E-sel inducer -0.5.
